# Source: PubChem
# T cell HTS = T cell immune modulation candidate; 2C CD8+ T cell-vesicle binding, flow cytometry; active compounds read low; calls only at 7 µM; 0.068% of 330,000 active;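 active means response, share of CD8 T cells binding vesicles, and their 90th percentile fluorescence all below set limits, cut at about 80% in these data, passing the limit was not always enough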
#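 Assay system: 2C TCR transgenic mouse naive CD8+ T cells, MACS-purified | Read-out: CD8+ gate FL2 mean fluorescence as % of same-row positive control | Signal: High-throughput flow cytometry with anti-B7-1 and anti-CD8 staining | Timing: Binding step 1.5 h, 37 °C, antibody labelling 20 min, ice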
# Insulin prom up = MIN6 insulin promoter up-regulation. MIN6 insulin promoter-GFP reporter, high-content imaging; active compounds read high. z-score at 5 µM. 0.3% of 190,000 active;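 active means z-score above 3 at 5 µM with at least 500 cells counted in the well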
# MT stabilizer = microtubule stabilization, imaging screen | HeLa tubulin immunostaining HCS, 24 h; share of cells brighter than vehicle mean+2SD | % tubulin-high responders, % at 10 µM | 0.83% of 200,000 active | AID 2205;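 active means plate Z-score above 3 for both tubulin-high and condensed-nucleus cell shares, with cell loss under 80%, at 10 µM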;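 further: anti alpha tubulin signal scored within the nucleus-defined area of each cell; some results filed as inactive read as strong as hits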
# b-catenin transl = alters nuclear translocation of beta-catenin in HeLa cells; nuclear translocation activity, % at 5 µM; immunofluorescence imaging; 0.3% of 190,000 active; AID 1665;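 active means nuclear translocation activity above 50% at 5 µM, with a well cell count of 50 or more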;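 further: per-cell ratio of nuclear to cytoplasmic median beta-catenin stain intensity; plate controls were DMSO negative control for no effect and GSK-3 inhibitor IX positive control for full effect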
#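 assay system = human HeLa cells, endogenous beta-catenin | times = compound treatment 24 h, 37°C, 5% CO2 | detection = Anti-beta-catenin immunofluorescence on PFA-fixed, Triton-permeabilized cells, DAPI nuclei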
# TNAP activation fold = stimulation of alkaline phosphatase TNAP activity – biochemical, luminescent, no phosphate acceptor, uHTS, primary screen (AID 1001) | purified TNAP, luminescent activation assay, no phosphate acceptor; higher activation fold means a stronger effect | activation fold at 20 µM; hits with a dose series show EC50 in µM | 0.03% of 200,000 active; in the data active means activation fold from about 3, or a potency from the dose series; inactive means the rest, 99 in 100 with activation fold below about 1.6; further: many of its hits are not listed in these tables
# human PMI inhibitors = MPI inhibition at elevated mannose 6-phosphate – biochemical, fluorescence intensity, high mannose 6-phosphate, primary screen (AID 1220) | recombinant PMI enzyme, coupled fluorescence intensity; higher % means a stronger effect | 0.66% of 190,000 active | inhibition, % at 20 µM, or IC50 in µM where a hit was titrated
# Lipid droplet = hepatic lipid droplet formation modulation | AML12 mouse hepatocytes, oleate lipid droplets, BODIPY imaging | inhibition, % at 6.5 µM | 0.4% of 240,000 active | AID 1656;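 active means lipid droplet intensity inhibited by at least 50%, with more than 500 cells counted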
#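 Material – AML12 mouse liver cells · Also added – oleate loading, 100 µM · Compound dosing – 6.5 µM single-point dosing · Times – overnight treatment with compound plus oleate · Measured by – fluorescence imaging, 20x objective, two fields per well · Read-out – percent inhibition of filter-corrected integrated lipid droplet intensity per well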
# Autophagy mod = modulators of autophagy; MEF GFP-LC3 puncta imaging; test concentration mostly 10 µM; calls only at 10 µM (by protocol); 0.98% of 190,000 active; AID 463193;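 active means percentage of spot-positive cells more than 3 SD above its plate mean, without a fluorescence outlier flag or 80% toxicity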;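 further: spot-positive cell cutoff set from DMSO-treated cells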
# PMI inhibitors = MPI enzyme activity inhibition – biochemical, fluorescence intensity, coupled assay, primary screen (AID 1209) | purified PMI enzyme, coupled fluorescence intensity; higher % means a stronger effect | inhibition, % at 20 µM; hits with a dose series show IC50 in µM | 0.42% of 190,000 active;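 further: plate controls were DMSO vehicle for no effect and wells lacking substrate for full effect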
# Insulin prom up cell count = second read-out of Insulin prom up, no call of its own (marks repeat the call); cell count; measured here: cytotoxicity, nuclei count;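 total cells summed across four imaged fields per well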
# Lipid droplet cells 6.5 µM = further read-out of Lipid droplet, marked with its call; cell count; measured here: cell count, cytotoxicity flag;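 cells counted across two imaged fields per well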
# b-catenin transl cell count 5 µM = further read-out of b-catenin transl, marked with its call; cell count; measured here: cell count, cytotoxicity flag
# T cell HTS vesicle-bound % = also measured in T cell HTS; calls as there; double positive events, %; measured here: CD8+ vesicle-bound cell fraction;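 binding gate set so that unloaded-vesicle control wells show 10% double positive cells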
# MT stabilizer Hoechst-high % = further read-out of MT stabilizer, marked with its call; % Hoechst-high responders; measured here: nuclear condensation Hoechst responders;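 share of cells brighter than vehicle mean plus two SD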
# MT stabilizer cytotoxicity % = also measured in MT stabilizer; calls as there; toxicity, %; measured here: cytotoxicity by cell density;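 0% = mean cell density of plate MIN control wells and 100% = no cells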
# Autophagy mod cell loss 18 h = second read-out of Autophagy mod, no call of its own (marks repeat the call); toxicity, %; measured here: cell loss, nuclei count;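 cell loss after 18 h compound exposure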
# * marks the source's active call; other numbers are inactive results; i = inactive; nt = no result given. Unless noted, no stated cut-off is given here; in the data, active means inhibition above about 50%; inactive means the rest.
No.	compound	T cell HTS	T cell HTS vesicle-bound %	Insulin prom up	Insulin prom up cell count	MT stabilizer	MT stabilizer Hoechst-high %	MT stabilizer cytotoxicity %	b-catenin transl	b-catenin transl cell count 5 µM	TNAP activation fold	human PMI inhibitors	Lipid droplet	Lipid droplet cells 6.5 µM	Autophagy mod	Autophagy mod cell loss 18 h	PMI inhibitors
1	O=C1C(c2ccc(F)cc2)N(C2CCCCC2)C(=O)CN1C1CCCC1 (stereo not given)	nt	nt	-0.53	1662	1.8	1.3	8.4	2.7	1369	1.1	8%	nt	nt	i	9	14%
2	COc1cc(NC(=O)C2CC(=O)NC3=C2C(=O)CCC3)c(OC)cc1Cl (stereo not given)	i	22	nt	nt	3.3	2.5	5.5	nt	nt	1.1	-4%	nt	nt	i	-4	0%
3	CCOC(=O)/C=C/C(=O)NNC(=O)c1ccccc1Cl	i	62	0.25	1396	1.6	1.6	6.8	-0.6	1517	1.1	-7%	-21	588	i	2	-9%
4	O=C(COC(=O)/C=C/c1ccccc1[N+](=O)[O-])Nc1ccc(OC(F)F)cc1	i	41	nt	nt	4.7	3.4	3.5	0.1	991	0.9	-4%	17	472	i	6	7%
5	Cc1ccc(C)c(OCC(=O)NCCN(C)C)c1	i	30	0.04	979	2.3	2.1	21	nt	nt	1.1	1%	5	779	i	0	-2%
6	Cc1ccc(S(=O)(=O)N2CCN(CC(=O)N/N=C/c3ccco3)CC2)cc1	i	44	0.07	1155	3.8	2.2	7.3	-1.3	1003	1.2	4%	11	649	i	-12	12%
7	COCCCN(C(=S)Nc1c(C)cc(C)cc1C)C(C)c1ccccn1 (stereo not given)	i	29	-0.38	1542	6.9	2.0	9.4	-3.2	1048	1.1	14%	18	735	i	-15	1%
8	Cn1c(N)c(C(=O)COC(=O)c2cncc(Br)c2)c(=O)n(C)c1=O	i	41	0.2	1019	1.2	2.2	4.4	0.2	880	0.9	-18%	-10	710	i	23	-35%
9	N#Cc1c(-c2ccccc2Cl)cc(C2CC2)nc1N	i	19	0.05	1145	2.3	2.6	8.3	1.1	1129	1.1	5%	nt	nt	i	17	5%
10	Cn1c(Cl)c(/C=N/OC(=O)c2ccc(Cl)cc2)c2ccccc21	i	56	0.44	1911	1.0	1.9	8.4	-0.5	1129	0.9	4%	-2	609	i	1	11%
11	Cc1ccc(C(=O)C2=C(O)C(=O)N(CCCN3CCOCC3)C23C(=O)N(C)c2ccccc23)o1 (stereo not given)	i	25	-0.79	1606	1.3	2.0	3.0	-5.1	956	1.2	-14%	nt	nt	i	-5	-12%
12	O=C(NN=C1C2CC3CC1CC(Cl)(C3)C2)c1cccs1	i	55	-0.22	1171	1.4	2.0	5.0	-1.2	1098	1	-1%	-21	731	i	0	1%
13	CC(=O)Nc1ccccc1NS(=O)(=O)c1ccccc1[N+](=O)[O-]	i	56	1.4	1481	1.8	1.7	7.2	-0.2	1092	1	-6%	-8	639	i	10	-8%
14	Nc1nc(NCc2ccccc2)nc(NCCO)c1[N+](=O)[O-]	i	36	-2	1213	nt	nt	nt	0.9	1323	nt	nt	-24	744	nt	nt	nt
15	CCN(CC)c1ccc(N/C(N)=N/c2nc(C(F)(F)F)cc(=O)[nH]2)cc1	i	24	-0.03	1206	7.5	11	10	1.2	1087	1.2	15%	-27	677	i	15	2%
16	Cc1cccnc1NC(=O)C12CCC(C)(C(=O)O1)C2(C)C (stereo not given)	i	21	nt	nt	2.8	2.2	4.1	nt	nt	1	1%	nt	nt	i	-1	3%
17	Fc1ccccc1CSc1nnc(-c2cccnc2)o1	i	29	-0.76	1021	2.9	2.0	1.9	0.1	1040	1	2%	2	700	i	11	0%
18	Cc1cccc(N2CCN(C(=O)c3c(C)nn(Cc4ccccc4Cl)c3C)CC2)c1C	i	56	-1.4	696	2.6	1.6	10	nt	nt	1.1	0%	6	823	i	5	9%
19	Cc1ccc(NC(=O)Nc2cc(S(C)(=O)=O)ccc2Cl)cc1	i	6	0.43	1375	nt	nt	nt	1.4	1215	nt	nt	0	740	nt	nt	nt
20	Sc1oc(-c2ccccc2)cc1C=Nc1ccccc1	i	46	-0.77	932	1.2	1.9	4.5	nt	nt	0.8	1%	10	745	i	-15	3%

# Reformatted with each value named: 4 of the compounds above.
16	Cc1cccnc1NC(=O)C12CCC(C)(C(=O)O1)C2(C)C (stereo not given)
  T cell HTS = i
  T cell HTS vesicle-bound % = 21
  Insulin prom up = nt
  Insulin prom up cell count = nt
  MT stabilizer = 2.8
  MT stabilizer Hoechst-high % = 2.2
  MT stabilizer cytotoxicity % = 4.1
  b-catenin transl = nt
  b-catenin transl cell count 5 µM = nt
  TNAP activation fold = 1
  human PMI inhibitors = 1%
  Lipid droplet = nt
  Lipid droplet cells 6.5 µM = nt
  Autophagy mod = i
  Autophagy mod cell loss 18 h = -1
  PMI inhibitors = 3%

17	Fc1ccccc1CSc1nnc(-c2cccnc2)o1
  T cell HTS = i
  T cell HTS vesicle-bound % = 29
  Insulin prom up = -0.76
  Insulin prom up cell count = 1021
  MT stabilizer = 2.9
  MT stabilizer Hoechst-high % = 2.0
  MT stabilizer cytotoxicity % = 1.9
  b-catenin transl = 0.1
  b-catenin transl cell count 5 µM = 1040
  TNAP activation fold = 1
  human PMI inhibitors = 2%
  Lipid droplet = 2
  Lipid droplet cells 6.5 µM = 700
  Autophagy mod = i
  Autophagy mod cell loss 18 h = 11
  PMI inhibitors = 0%

18	Cc1cccc(N2CCN(C(=O)c3c(C)nn(Cc4ccccc4Cl)c3C)CC2)c1C
  T cell HTS = i
  T cell HTS vesicle-bound % = 56
  Insulin prom up = -1.4
  Insulin prom up cell count = 696
  MT stabilizer = 2.6
  MT stabilizer Hoechst-high % = 1.6
  MT stabilizer cytotoxicity % = 10
  b-catenin transl = nt
  b-catenin transl cell count 5 µM = nt
  TNAP activation fold = 1.1
  human PMI inhibitors = 0%
  Lipid droplet = 6
  Lipid droplet cells 6.5 µM = 823
  Autophagy mod = i
  Autophagy mod cell loss 18 h = 5
  PMI inhibitors = 9%

19	Cc1ccc(NC(=O)Nc2cc(S(C)(=O)=O)ccc2Cl)cc1
  T cell HTS = i
  T cell HTS vesicle-bound % = 6
  Insulin prom up = 0.43
  Insulin prom up cell count = 1375
  MT stabilizer = nt
  MT stabilizer Hoechst-high % = nt
  MT stabilizer cytotoxicity % = nt
  b-catenin transl = 1.4
  b-catenin transl cell count 5 µM = 1215
  TNAP activation fold = nt
  human PMI inhibitors = nt
  Lipid droplet = 0
  Lipid droplet cells 6.5 µM = 740
  Autophagy mod = nt
  Autophagy mod cell loss 18 h = nt
  PMI inhibitors = nt

# Next entries.
No.	compound	T cell HTS	T cell HTS vesicle-bound %	Insulin prom up	Insulin prom up cell count	MT stabilizer	MT stabilizer Hoechst-high %	MT stabilizer cytotoxicity %	b-catenin transl	b-catenin transl cell count 5 µM	TNAP activation fold	human PMI inhibitors	Lipid droplet	Lipid droplet cells 6.5 µM	Autophagy mod	Autophagy mod cell loss 18 h	PMI inhibitors
21	Cc1c(NC(=O)CN2C(=O)NC(CCc3ccccc3)C2=O)c(=O)n(-c2ccccc2)n1C (stereo not given)	i	50	1	1376	2.7	4.2	10	-0.5	1046	1.2	4%	3	696	i	6	1%
22	Fc1ccc(C2CC(c3cccs3)=NN2c2ccccc2)cc1 (stereo not given)	nt	nt	-0.46	1154	4.5	2.3	6.6	0.8	1105	1.5	-53%	40	692	i	-10	-49%
23	CC1C(c2ccccc2)=[N+]([O-])C2(CCCCC2)N1O (stereo not given)	i	22	-0.48	1278	3.2	2.0	3.6	-0.7	1369	1	-5%	nt	nt	i	8	-9%
24	O=C(CN(CCc1ccccc1)S(=O)(=O)c1ccc(Cl)cc1)N/N=C/c1ccccc1C(=O)O	i	23	1	1555	10	0.8	2.0	-2.8	1053	1.1	9%	-17	663	i	-1	0%
25	CC(C)(O)CCCC(C)(O)c1ccc(C(=O)O)cc1O (stereo not given)	i	56	0.81	1082	nt	nt	nt	-1.8	1166	nt	nt	2	706	nt	nt	nt
26	COc1ccc2oc(C(=O)OCC(=O)c3ccc4c(c3)OCCO4)c(C)c2c1	i	26	0.72	939	7.5	2.3	0.3	0.0	1153	1	4%	nt	nt	i	4	-1%
27	NS(=O)(=O)c1ccc(NC(=O)Cn2ncc3c2-c2ccccc2OC3)cc1	i	7	0.37	1015	4.5	2.9	4.3	-6.5	1166	1.1	1%	nt	nt	i	6	2%
28	COc1cc(CCC(=O)Nc2cc(C)cc(C)c2)cc(OC)c1OC	i	53	0.99	1519	2.2	2.1	5.7	-0.7	998	1	-11%	1	668	i	9	-13%
29	Cc1cccc(N2CCN(C(=S)Nc3ccc4nc5n(c(=O)c4c3)CCCCC5)CC2)c1C	i	40	-0.57	1288	3.5	2.5	7.1	-3.8	994	1	1%	-6	679	i	15	0%
30	CCO/C=C1\N=C(c2ccc(F)cc2)OC1=O	i	44	-0.34	1483	3.9	2.8	7.2	1.0	1041	1.1	-25%	5	658	i	6	-26%
